# Screening results deposited in PubChem by several laboratories.
# GalR3 antag: antagonists of human GalR3. inhibition, % at 3 µM. HEK293 GalR3-CNG cAMP membrane potential fluorescence; galR3 body fused to GalR1 C-terminus. 360,000 tested, 0.44% active. O60755;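 active = inhibition above the screen-wide average plus 3 SD, cut at about 13% in these data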;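 also: forskolin and galanin both at EC90 stimulate the cells; cAMP rise reported by CNG channel membrane potential dye signal; 0% = forskolin plus galanin with DMSO and 100% = forskolin alone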
# OXTR ag: activates the human oxytocin receptor; 320,000 tested, 0.32% active; P30559; AID 2435; activation, % at 3 µM; CHO-OTR cells, Fluo-8 calcium fluorescence; normalized: DMSO 0%, oxytocin 100%;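 active = activation above the mean of all tested compounds plus 3 SD, cutoff set per screening run, cut at about 20% in these data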;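 also: peak over basal fluorescence ratio from a 100 s FLIPR kinetic read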
# MEKK2 mut-MEK5: signal of MEK5 binding to mutant human MEKK2 PB1 domain | bead flow cytometry, Alexa488-MEK5 binding to MEKK2 mutant | percent response, % at 10 µM | 290,000 tested, 0.35% active | AID 1530; in the data active = percent response above about 24%, passing the limit was not always enough; also: inactives centre near 1; some results filed as inactive read as strong as hits; reference of the scale not given here
# MEKK2 WT-MEK5: raises or lowers MEK5 binding to wildtype human MEKK2 PB1 domain | Q9Y2U5 | bead flow cytometry, Alexa488-MEK5 binding to MEKK2 WT; actives lie on both sides | binding response (% of control), % at 10 µM | 290,000 tested, 1.1% active | AID 1531; in the data active = binding response below about 67% or above about 130%
# NALP1 inh: blocks the NALP1 inflammasome reconstituted in yeast. 280,000 tested, 0.61% active. AID 2071. S. cerevisiae NALP1/ASC/caspase-1 growth, X-gal OD620, 72 h. inhibition, % at 10 µM; in the data active = inhibition mostly above about 24%, no sharp cut-off; inactive = mostly below about 32%; also: some compounds called inactive have numbers as strong as hits
# MEKK3 PB1 HTS: raises or lowers MEK5 binding to the human MEKK3 PB1 domain; Q99759; bead-based flow cytometry, Alexa488-MEK5 binding to MEKK3; actives lie on both sides; 0 = blocked by unlabeled MEK5, 100 = vehicle; binding response (% of control), % at 10 µM; 290,000 tested, 1.4% active;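 active = binding response more than 3 SD above or below the average of its plate-row segment, actives on both sides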;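 also: Alexa488 bead fluorescence after subtracting the streptavidin-only scavenger bead signal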
# Target sequence (Q99759 whole entry, looked up, the tested form may be a part): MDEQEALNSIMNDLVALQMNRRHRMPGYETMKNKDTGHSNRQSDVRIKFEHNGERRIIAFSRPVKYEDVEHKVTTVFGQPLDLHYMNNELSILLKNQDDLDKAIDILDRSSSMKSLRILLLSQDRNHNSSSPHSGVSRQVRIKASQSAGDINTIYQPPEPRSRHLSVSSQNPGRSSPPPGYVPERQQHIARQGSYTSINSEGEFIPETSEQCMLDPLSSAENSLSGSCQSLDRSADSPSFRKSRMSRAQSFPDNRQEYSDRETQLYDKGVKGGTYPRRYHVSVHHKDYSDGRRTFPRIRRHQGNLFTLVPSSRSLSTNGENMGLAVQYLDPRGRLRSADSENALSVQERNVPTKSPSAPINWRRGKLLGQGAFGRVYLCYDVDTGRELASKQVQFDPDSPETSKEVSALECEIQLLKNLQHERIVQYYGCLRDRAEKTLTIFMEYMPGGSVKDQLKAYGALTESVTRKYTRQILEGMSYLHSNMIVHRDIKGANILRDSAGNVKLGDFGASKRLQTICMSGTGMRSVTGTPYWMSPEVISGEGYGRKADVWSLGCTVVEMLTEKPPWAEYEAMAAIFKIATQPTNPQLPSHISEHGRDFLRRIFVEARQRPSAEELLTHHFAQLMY
# V1aR counter: counter-screen for oxytocin receptor agonists: human V1a receptor agonists; CHO-V1R cells, Fluo-8 calcium fluorescence, agonist mode; 0% DMSO, 100% 3 nM vasopressin; activation, % at 3 µM; 320,000 tested, 0.25% active; AID 2797;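 active = activation above the mean activation of all tested compounds plus 3 SD, per screening run, cut at about 20% in these data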;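 also: signal is peak over basal fluorescence ratio across a 100 second FLIPR read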
# Target sequence (P37288 whole entry, looked up): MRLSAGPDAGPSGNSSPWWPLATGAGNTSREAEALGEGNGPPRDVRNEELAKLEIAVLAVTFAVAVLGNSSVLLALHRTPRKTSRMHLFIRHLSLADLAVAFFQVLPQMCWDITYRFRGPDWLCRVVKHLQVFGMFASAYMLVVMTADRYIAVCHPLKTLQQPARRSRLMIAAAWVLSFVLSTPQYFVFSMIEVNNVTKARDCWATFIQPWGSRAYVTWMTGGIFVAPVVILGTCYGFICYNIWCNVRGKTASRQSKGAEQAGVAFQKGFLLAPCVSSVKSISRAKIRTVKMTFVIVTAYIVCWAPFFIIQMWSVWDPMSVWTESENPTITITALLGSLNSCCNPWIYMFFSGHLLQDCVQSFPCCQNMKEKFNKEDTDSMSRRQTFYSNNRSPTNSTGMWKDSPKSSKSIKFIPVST
# PHOSPHO1 block: PHOSPHO1 (human) inhibition. recombinant PHOSPHO1, absorbance phosphatase assay. inhibition, % at 13.3 µM. 290,000 tested, 1.1% active; in the data active = inhibition above about 60%
# GPR7 antag: blocks human GPR7 receptor signaling. P48145. GPR7-expressing cells, fluorescence antagonist assay. inhibition, % at 4.4 µM. 290,000 tested, 1.1% active; in the data active = inhibition above about 16%, passing the limit was not always enough;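 also: cells stimulated with the agonist NPW; 0% = agonist with vehicle and 100% = vehicle without agonist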
# * marks the source's active call; other numbers are inactive results; · = not tested or not shown.
no.	smiles	GalR3 antag	OXTR ag	MEKK2 mut-MEK5	MEKK2 WT-MEK5	NALP1 inh
1	COc1ccc(CCNC(=O)CCc2cn(C)c3ccccc23)c(OC)c1	-11.1	-1.6	11.0	109.0	-4.9
2	CCOc1ccc(N2CC(C(=O)Nc3nnc(Cc4ccccc4)s3)CC2=O)cc1 (configuration not stated)	-9.3	1.3	-1.0	97.0	-8.5
3	Cc1cc(NC(=O)COc2ncnc3sc(C)c(C)c23)no1	-2.6	-1.0	9.0	103.0	-7.2
4	CN1CCc2nc3ccccc3c(C(=O)OCC(=O)N(CCC#N)c3ccccc3)c2C1	-0.7	9.4	1.0	100.0	11.2
5	O=C(CCNC(=O)c1ccco1)Nc1cccc(Br)c1	1.5	2.1	-3.0	96.0	3.1
6	O=C(CN(c1ccc([N+](=O)[O-])cc1)S(=O)(=O)c1ccccc1)N1CCCCC1	-6.8	-0.3	-7.0	93.0	7.4
7	COc1cccc(CNC(=O)c2ccc(CS(=O)(=O)Cc3ccccc3C)o2)c1	8.9	8.7	3.0	102.0	4.0
8	Nc1cc(=O)[nH]c(SCC(=O)NC2CCCc3ccccc32)n1 (configuration not stated)	-6.1	1.0	-22.0	79.0	·
9	CCN(CC)c1ccc(/C=N/N2CCN(Cc3ccccc3Cl)CC2)cc1	-9.2	-0.4	9.0	119.0	0.2
10	OCCc1c[nH]c2ccc(C(F)(F)F)cc12	-1.4	4.9	0.0	102.0	-0.9
11	Cc1ccc(S(=O)(=O)N2CCCC2C(=O)NCCc2ccccc2)cc1 (configuration not stated)	2.4	0.3	-9.0	94.0	-10.0
12	CC(NC(=O)Cc1ccc([N+](=O)[O-])cc1)c1ccc2c(c1)OCO2 (configuration not stated)	-5.2	-0.3	-31.0	77.0	·

no.	MEKK3 PB1 HTS	V1aR counter	PHOSPHO1 block	GPR7 antag
1	110.0	0.3	50.4	10.0
2	98.0	1.4	13.0	-3.5
3	102.0	0.6	31.0	-12.5
4	105.0	-0.7	-3.9	-1.1
5	97.0	0.5	31.7	-13.2
6	97.0	-0.1	23.7	4.0
7	98.0	11.0	52.8	-8.8
8	86.0	-0.3	33.4	-2.9
9	107.0	-0.3	19.1	-19.1
10	101.0	-0.1	-13.0	6.1
11	97.0	0.5	53.2	-0.5
12	85.0	1.7	23.6	-3.5

# New compounds follow
no.	smiles	GalR3 antag	OXTR ag	MEKK2 mut-MEK5	MEKK2 WT-MEK5	NALP1 inh
13	O=C(Nc1ccc(O)cc1)c1ccc2c(c1)C(=O)N(Cc1cccnc1)C2=O	-3.1	0.5	11.0	108.0	-2.2
14	O=C1CSC(c2ccc(F)cc2)N1c1c(F)cccc1F (configuration not stated)	-13.0	-1.4	-1.0	98.0	-2.9
15	C=CCNc1nc2c(c(=O)[nH]c(=O)n2C)n1CCOc1ccccc1	-0.7	0.0	1.0	101.0	4.6
16	O=C(CSCc1c(F)cccc1Cl)Nc1cccnc1	-7.3	0.5	1.0	95.0	33.5
17	COc1cccc(NC(=O)C(=O)N/N=C/c2ccc3c(c2)OCO3)c1	-2.8	-0.5	2.0	99.0	7.8
18	COc1ccc(Br)cc1CN(C)C(=O)CNC(=O)c1ccc2ccccc2c1	-4.1	5.0	-5.0	95.0	15.6
19	CC1Cc2ccccc2N1C(=O)Cn1c(=O)oc2cc(S(=O)(=O)N3CCCCC3)ccc21 (configuration not stated)	0.4	0.6	-3.0	99.0	-3.5
20	Cn1c(-c2nnn(-c3ccc(F)cc3)n2)cc2ccccc21	-0.9	-0.3	-6.0	94.0	-9.6
21	CCCCNC(=O)CCn1c(=O)c2ccccc2n(CC(=O)NCCc2ccc(OC)c(OC)c2)c1=O	-4.5	-0.6	-2.0	92.0	4.3
22	COc1ccc(S(C)(=O)=O)cc1S(C)(=O)=O	5.9	0.2	1.0	102.0	14.3
23	CN(Cc1ccccc1)C(=O)c1[nH]cnc1C(=O)NCC(=O)OC(C)(C)C	-1.5	0.4	-4.0	96.0	16.6
24	COc1ccc(CNC(=O)[C@@H]2CC=C[C@@H]3CCN(C4CCCCC4)C(=O)[C@@H]32)cc1	-4.9	-1.9	-4.0	97.0	·

no.	MEKK3 PB1 HTS	V1aR counter	PHOSPHO1 block	GPR7 antag
13	104.0	0.2	57.6	-11.9
14	100.0	-0.6	6.2	-10.4
15	102.0	0.6	28.7	-18.5
16	102.0	-0.4	41.8	-0.6
17	101.0	0.1	41.4	-14.6
18	103.0	6.9	-43.5	-2.7
19	99.0	1.4	12.2	8.8
20	91.0	1.7	34.6	-13.6
21	78.0	-1.4	8.4	3.0
22	99.0	-0.2	7.3	1.4
23	94.0	0.2	-13.0	-8.0
24	100.0	0.9	·	·

# The results go on:
no.	smiles	GalR3 antag	OXTR ag	MEKK2 mut-MEK5	MEKK2 WT-MEK5	NALP1 inh
25	COc1ccc(/C=N/NS(=O)(=O)c2ccc(F)cc2)cc1CN1CCSCC1	1.5	0.1	8.0	113.0	30.1*
26	O=C(O)c1[nH]c2ccccc2c1C(c1cc(Cl)cc([N+](=O)[O-])c1O)c1c(C(=O)O)[nH]c2ccccc12	-9.0	-0.1	1.0	101.0	3.1
27	CCC1(Cc2ccccc2)NC(=O)c2ccccc2O1 (configuration not stated)	-1.3	-2.2	-6.0	95.0	0.3
28	O=C(NC1CCCC1)c1cc(-c2ccccc2O)on1	-8.1	0.6	-1.0	101.0	24.3
29	Cc1ccc(-n2nnnc2-c2cnn(-c3ccc(F)cc3)c2C(F)(F)F)cc1	-2.6	0.9	-8.0	87.0	-56.2
30	O=C(C[n+]1ccc(-c2nnc3n2CCC3)cc1)c1ccc(Cl)c(Cl)c1	1.6	0.4	0.0	114.0	1.3
31	Cc1ccnc(Nc2nc(-c3c(C)nc4sccn34)cs2)c1	-3.1	-0.4	-6.0	97.0	3.1
32	O=P(c1ccccc1)(c1ccccc1)c1nc(-c2ccc(Cl)cc2)oc1N1CCOCC1	-5.6	-2.6	-2.0	95.0	-7.5
33	COc1ccc(N=C(N)N=C(N)N)c(OC)c1	-1.9	0.8	-1.0	103.0	26.3
34	CCc1cc2c(SCC(=O)NC(=O)c3cccn3C)ncnc2s1	-6.8	7.2	-7.0	87.0	-14.1
35	CCOc1ccccc1N(CC(=O)Nc1ccc(C)cc1)S(C)(=O)=O	-3.3	0.1	-4.0	94.0	7.9
36	O=C(c1nc2ccccn2c1CNCCOc1cccnc1)N1CCOCC1	-0.1	0.9	3.0	103.0	22.5

no.	MEKK3 PB1 HTS	V1aR counter	PHOSPHO1 block	GPR7 antag
25	105.0	-0.3	16.2	-12.6
26	106.0	0.7	·	1.9
27	97.0	-1.0	16.5	-1.8
28	103.0	0.9	12.0	-8.4
29	109.0	2.6	3.4	2.9
30	104.0	1.3	-8.6	-8.2
31	100.0	0.4	-20.6	-19.2
32	86.0	0.1	21.5	-8.1
33	123.0	1.1	-7.4	-5.1
34	95.0	5.3	21.4	2.6
35	89.0	0.0	2.9	3.3
36	102.0	1.0	45.5	-9.0

# Entries of single compounds as entered above. Order of screens: GalR3 antag, OXTR ag, MEKK2 mut-MEK5, MEKK2 WT-MEK5, NALP1 inh, MEKK3 PB1 HTS, V1aR counter, PHOSPHO1 block, GPR7 antag
# Listed for Cc1ccc(-n2nnnc2-c2cnn(-c3ccc(F)cc3)c2C(F)(F)F)cc1 = -2.6, 0.9, -8.0, 87.0, -56.2, 109.0, 2.6, 3.4, 2.9
# Listed for O=P(c1ccccc1)(c1ccccc1)c1nc(-c2ccc(Cl)cc2)oc1N1CCOCC1 = -5.6, -2.6, -2.0, 95.0, -7.5, 86.0, 0.1, 21.5, -8.1

# Following part.
no.	smiles	GalR3 antag	OXTR ag	MEKK2 mut-MEK5	MEKK2 WT-MEK5	NALP1 inh
37	CCc1nc(SCCO)c2oc3ccccc3c2n1	-1.3	-1.0	-5.0	93.0	13.9
38	Cc1cc(NC(=O)CSc2nccn2C)no1	-2.7	0.7	-1.0	96.0	11.7
39	C(=N\Nc1nc(N2CCCC2)nc(N2CCCC2)n1)/c1ccccc1OCc1ccccc1	-5.3	-2.2	-2.0	99.0	3.1
40	O=C(CS(=O)c1ccc(C(F)(F)F)cc1[N+](=O)[O-])Oc1ccccc1 (configuration not stated)	5.5	-0.3	-3.0	99.0	-23.7
41	COc1ccc(NC(=O)C2CCN(S(=O)(=O)c3c(C)noc3C)CC2)cc1	-6.4	0.8	2.0	101.0	11.0
42	CC1CCN(Cc2cc(=O)oc3cc(O)c(Cl)cc23)CC1	-12.0	1.8	6.0	105.0	12.9
43	C=CCn1cc(CN2CCC(C(=O)Nc3cccc(-c4cccc(Cl)c4)c3)CC2)c(C)n1	-9.4	5.1	10.0	157.0*	24.0
44	CCOc1ccc(N2C(=O)CC(N(CCc3ccc(OC)cc3)C(=O)/C=C/C(=O)O)C2=O)cc1 (configuration not stated)	-1.8	0.3	-1.0	101.0	3.9
45	COc1ccc(CC(=O)Nc2ccc3nc(SC)sc3c2)cc1OC	-5.5	0.0	0.0	103.0	16.4
46	O=C(NC1CCCCC1)N(Cc1nc2ccccc2c(=O)[nH]1)C1CCCC1	0.5	-2.5	·	·	-3.4
47	COc1ccc(C(=O)OCC[N+]2(C)CCCCC2)cc1	-2.4	-0.3	-12.0	88.0	-6.5
48	COc1ccc(CC2(C)OC(c3ccccc3)=NN2C(C)=O)cc1 (configuration not stated)	-3.6	-2.3	-1.0	100.0	16.0

no.	MEKK3 PB1 HTS	V1aR counter	PHOSPHO1 block	GPR7 antag
37	90.0	0.6	29.1	-11.2
38	98.0	1.0	13.2	-16.1
39	103.0	-0.5	19.1	-11.9
40	97.0	0.2	10.4	13.8
41	100.0	0.0	38.2	-5.6
42	104.0	2.6	36.0	-0.5
43	99.0	22.5*	24.2	40.7*
44	109.0	-1.0	19.0	5.7
45	102.0	1.8	-7.7	0.8
46	·	-1.7	-6.0	-6.7
47	100.0	1.0	-20.5	3.6
48	102.0	-1.8	18.6	0.0

# Next part:
no.	smiles	GalR3 antag	OXTR ag	MEKK2 mut-MEK5	MEKK2 WT-MEK5	NALP1 inh
49	CC1CCc2c(sc3ncnc(NS(=O)(=O)c4cccs4)c23)C1 (configuration not stated)	7.3	2.5	-14.0	72.0	-9.1
50	CC1CCN(S(=O)(=O)c2nnc(NC(=O)COc3ccccc3)s2)CC1	-7.1	2.2	-3.0	101.0	22.1
51	CCCCN(C)CCN1C(=O)C2C(C(=O)Nc3ccc(OC)cc3)C3C=CC2(O3)C1C(=O)NC1CCCCC1 (configuration not stated)	-8.9	-0.6	-3.0	106.0	4.6
52	CCC1(CC)Cc2ccccc2-c2nc(CCl)[nH]c(=O)c21	-11.5	-0.8	11.0	111.0	-18.1
53	CCNc1nc(Oc2ccc(C(=O)OC)cc2)nc(N(C)C)n1	-3.0	0.1	10.0	100.0	3.1
54	Cc1ccc(S(=O)(=O)N(C)CC(=O)N2CCN(c3ccccn3)CC2)cc1	6.7	0.4	2.0	103.0	3.2
55	CCOC(=O)c1cc2c(nc1N)CC(C)(CC)OC2 (configuration not stated)	0.5	-0.5	4.0	107.0	8.6
56	CC1CCCCC1NC(=O)COn1nnc2ccc(Cl)cc21 (configuration not stated)	-2.0	-1.2	-1.0	97.0	9.5

no.	MEKK3 PB1 HTS	V1aR counter	PHOSPHO1 block	GPR7 antag
49	68.0	0.5	32.5	0.4
50	96.0	2.0	14.6	-12.6
51	99.0	-1.4	-4.3	15.4
52	109.0	-1.1	19.0	-15.5
53	98.0	-0.7	27.8	-4.8
54	106.0	0.0	-24.8	-11.8
55	88.0	0.1	0.3	-3.4
56	97.0	0.2	6.8	-3.5

# NALP1 inh: what is marked active above.
No. | SMILES | GalR3 antag | MEKK2 mut-MEK5 | MEKK2 WT-MEK5 | NALP1 inh | MEKK3 PB1 HTS | PHOSPHO1 block | GPR7 antag
25 | COc1ccc(/C=N/NS(=O)(=O)c2ccc(F)cc2)cc1CN1CCSCC1 | 1.5 | 8.0 | 113.0 | 30.1* | 105.0 | 16.2 | -12.6
